Screens from PubChem BioAssay.
Runt-CBFb FRET = inhibitors of human RUNX1 Runt domain binding to CBFb | Cerulean-Runt/Venus-CBFb FRET ratio 530/480, 1 h | inhibition, % at 20 µM | 0.46% of 220,000 active;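 active = inhibition over about 50% at 20 µM in the single-dose screen, limit read from the data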;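 also: 0% = DMSO wells and 100% = excess unlabeled CBFb competitor control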
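test system = Cerulean-Runt domain fusion protein, energy donor | probe or stimulus = Venus-CBFb binding partner, 100 nM | incubation = two 1 h room-temperature incubations shielded from light | detection = fluorescence energy transfer, 422 nm excitation, 530/480 nm emission | measure = loss of energy transfer signal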
hK5 inh = inhibitors of human kallikrein 5 | Q9Y337 | recombinant hK5, fluorogenic AMC substrate cleavage | inhibition, % at 5 µM | 0.59% of 210,000 active | AID 873;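 active = inhibition of 40% or more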;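 also: 0% = enzyme controls without compound and 100% = no-enzyme blanks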
Target sequence (Q9Y337 67-293 limits assumed): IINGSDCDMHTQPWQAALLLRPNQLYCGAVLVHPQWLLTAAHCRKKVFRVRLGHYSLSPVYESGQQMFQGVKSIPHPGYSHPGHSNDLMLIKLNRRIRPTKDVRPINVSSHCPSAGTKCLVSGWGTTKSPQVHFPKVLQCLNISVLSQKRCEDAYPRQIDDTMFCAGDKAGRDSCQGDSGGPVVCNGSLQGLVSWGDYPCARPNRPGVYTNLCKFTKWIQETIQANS
thrombin 1536 = thrombin (human) inhibition; alpha-thrombin, Boc-VPR-AMC fluorogenic substrate cleavage; P00734; 0.26% of 220,000 active; inhibition, % at 5 µM;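 active = inhibition at or above 40%; inactive = inhibition below 40%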;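 also: 0% = enzyme with no compound and 100% = wells without enzyme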
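Material: human alpha-thrombin protein; Also added: Boc-VPR-AMC substrate, 15 µM final; Timing: enzyme reaction carried out at room temperature; Signal: fluorescence, ex 355 nm, em 460 nm; Measure: % inhibition of thrombin; Controls: enzyme without compound as high, wells lacking enzyme as low.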
Runt-SMMHC FRET = inhibitors of human RUNX1 Runt domain binding to CBFb-SMMHC. Cerulean-Runt/Venus-CBFb-SMMHC FRET ratio 530/480, 1 h. inhibition, % at 20 µM. 0.74% of 220,000 active. AID 1434;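 active = mean inhibition across duplicate retests at 20 µM reaching about 50%, limit read from the data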;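 also: 0% = DMSO wells and 100% = wells with excess untagged CBFb-SMMHC; inhibitors lower the FRET ratio by blocking Runt binding to CBFb-SMMHC; some results filed as inactive read as strong as hits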
14-3-3 Bad inh = disrupts binding of bovine 14-3-3 zeta to phospho-Bad peptide; TR-FRET 14-3-3zeta/Dy647-pBad peptide displacement, 1 h; inhibition, % at 21.7 µM; 0.71% of 220,000 active; AID 781;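 active = inhibition above about 70%, limit read from the data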;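 also: 0% = full 14-3-3 plus peptide FRET controls and 100% = background without 14-3-3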
Hck Nef HTS = blocks Nef-activated human Hck kinase | P08631 | Recombinant Hck-YEEI plus Nef, Z-Lyte FRET kinase assay | inhibition, % at 20 µM | 0.68% of 220,000 active | AID 463187;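 active = Hck-Nef kinase inhibition above about 50%, limit read from the data; inactive = inhibition below that limit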;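 also: 0% = DMSO with Hck plus Nef and 100% = Hck alone without Nef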
FXIIa inh = inhibitors of human coagulation factor XIIa; purified FXIIa, Boc-QGR-AMC fluorogenic substrate, 2 h; inhibition, % at 5 µM; 0.3% of 220,000 active; P00748; in the data active = inhibition above about 40%;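 also: 0% = enzyme with no compound and 100% = blank without enzyme; many of its hits are not listed in these tables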
FXIa inh 1536 = blocks human coagulation factor XIa protease activity; P03951; purified FXIa, Boc-Glu-Ala-Arg-AMC fluorogenic substrate; 0.14% of 220,000 active; inhibition, % at 5 µM;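 active = inhibition of at least 40%; inactive = inhibition below 40%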;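 also: fluorescence of freed AMC excited at 355 nm; 0% = enzyme without compound and 100% = no enzyme blank; many of its hits are not listed in these tables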
Wee1 stabilizer = blocks degradation of human Wee1 kinase. P30291. HeLa Luc-Wee1K328M stability, luciferase luminescence; 100% = proteasome inhibitor MG132 effect. reporter increase, % at 5 µM. 1.2% of 220,000 active. AID 1321;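 active = activation above the mean of all tested compounds plus 3 SD, set per screening run, cut at about 8.8% in these data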;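 also: cells exposed to compound for 20 h before luminescence read; 0% = DMSO alone and 100% = MG132 at 30 µM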
Target sequence (P30291 whole entry K328M): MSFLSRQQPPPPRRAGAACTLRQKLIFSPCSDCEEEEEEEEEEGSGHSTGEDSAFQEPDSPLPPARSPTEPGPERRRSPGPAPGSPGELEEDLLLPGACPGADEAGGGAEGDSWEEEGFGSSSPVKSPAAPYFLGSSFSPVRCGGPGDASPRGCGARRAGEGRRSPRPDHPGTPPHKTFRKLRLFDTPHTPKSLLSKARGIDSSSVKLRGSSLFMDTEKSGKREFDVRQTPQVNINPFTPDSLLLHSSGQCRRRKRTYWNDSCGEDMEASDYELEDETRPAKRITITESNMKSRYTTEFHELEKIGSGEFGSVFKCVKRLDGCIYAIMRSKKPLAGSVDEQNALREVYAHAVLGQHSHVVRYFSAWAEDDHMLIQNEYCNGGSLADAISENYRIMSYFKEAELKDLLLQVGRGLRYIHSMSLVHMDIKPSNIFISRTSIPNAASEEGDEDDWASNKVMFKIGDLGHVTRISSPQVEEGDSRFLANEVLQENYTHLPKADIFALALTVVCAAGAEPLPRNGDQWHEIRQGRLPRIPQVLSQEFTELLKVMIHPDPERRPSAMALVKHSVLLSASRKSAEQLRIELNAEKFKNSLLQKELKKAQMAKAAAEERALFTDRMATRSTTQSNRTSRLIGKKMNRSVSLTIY
Active calls of the source: *; . = not tested or not shown; [ ] = dose if it differs, or a comment.

Runt-CBFb FRET	hK5 inh	thrombin 1536	Runt-SMMHC FRET	14-3-3 Bad inh	Hck Nef HTS	FXIIa inh	FXIa inh 1536	Wee1 stabilizer	SMILES
-2	10	6	-5	8	12	13	8	1	N#CC(C#N)=c1ccc2c(c1)N1C(c3ccccc3)=CC(c3ccccc3)C3CCCCC31N=2 (stereo not given)
3	-4	1	-6	3	-1	9	-1	-2	CCn1c(SCC(=O)Nc2cc(C)on2)nnc1-c1cccs1
0	-1	-12	-1	0[fluorescence artefact?]	0	-4	-2	-1	Cc1ccc(C(=O)NC2CCCc3ccccc32)o1 (stereo not given)
.	8	-3	5	-10	-1	4	0	-4	CC1CCN(C(=S)c2ccc(O)cc2)CC1
6	-14	-2	-5	5	-17	28	-2	-2	O=S(=O)(Nc1nc2ccc(S(=O)(=O)N3CCCCC3)cc2s1)c1ccccc1
-11	-86	-7	-20	3	2	11	6	-1	CCC(=O)NC(/C=C/c1ccccc1)c1cc([N+](=O)[O-])c2cccnc2c1O (stereo not given)
3	-9	-5	-2	-7	-8	-11	0	3	O=C(CCS(=O)(=O)c1cccc2nonc12)N1CCOCC1
-4	8	0	-2	3	0	15	5	-1	COc1ccc(Cn2c(=O)[nH]c3cc(C(=O)N4CCN(Cc5ccccc5)CC4)ccc3c2=O)cc1
48	-13	-2	32	-6	17	9	2	-3	COc1ccccc1-n1c(SCC(=O)NCc2ccc3c(c2)OCO3)nc2cc([N+](=O)[O-])ccc21
18	9	-5	7	7	0	-2	-10	-1	CCOc1ccc(NC(=O)CSc2nnc(-c3ccccc3Cl)n2Cc2ccco2)cc1
-2	0	-7	3	-6	6	0	-7	1	Cc1ccc(NS(=O)(=O)c2ccc(NC(=O)c3ccc(Br)o3)cc2)c(C)c1
.	-3	-11	-5	7	23	3	-3	1	Cc1c(NC(=O)CCc2ccccc2)cccc1[N+](=O)[O-]
-2	-19	-1	2	-12	-1	28	24	2	CC(NC(=S)Nc1ccc(Cl)cc1Cl)C(c1cccs1)N1CCCC1 (stereo not given)
-1	1	-1	-1	4	9	3	8	-3	Cc1nn(C)c(Sc2ccccn2)c1[N+](=O)[O-]
-8	9	-4	-6	-3	4	4	1	4	FC(F)(F)Oc1ccccc1-c1nnc(-c2cccc(C(F)(F)F)c2)o1

More structures
Runt-CBFb FRET	hK5 inh	thrombin 1536	Runt-SMMHC FRET	14-3-3 Bad inh	Hck Nef HTS	FXIIa inh	FXIa inh 1536	Wee1 stabilizer	SMILES
-3	-26	1	2	11[fluorescence artefact?]	0	10	2	-3	Cc1ccc(NC(=O)c2ccccc2CCc2ccccc2)c(C)c1
-2	4	-1	2	1	-5	10	0	-3	CC(C)c1ccc(NC(=O)CCCN2C(=S)NC(C)(C)CC2C)cc1 (stereo not given)
0	-1	-5	-2	8	1	5	1	-2	NC(=O)COC(=O)c1ccc(S(=O)(=O)NCc2ccco2)cc1
2	3	2	17	7	5	19	7	0	Cc1ccc(/C=C(/C#N)C(=O)NC(=O)Oc2ccccc2)cc1
-3	-4	0	1	-1[fluorescence artefact?]	1	13	6	-1	CC1CC(C)CN(c2ccc(C(=O)NCc3ccc4c(c3)OCO4)cc2[N+](=O)[O-])C1 (stereo not given)
8	-45	-3	16	-9	-1	6	-12	0	O=C(CSc1nc2ccccc2s1)NNC(=S)Nc1ccccc1
2	-17	-7	0	-25	0	-8	-2	1	COc1ccc(NC(=O)CN2c3cccc4cccc(c34)S2(=O)=O)c(OC)c1
0	.	-1	2	-7	9	11	-2	-1	Nc1ncc(CCN2CCOCC2)c(-c2ccc(F)cc2)n1
0	-3	11	6	-22	27	11	1	0	CC1CCCCN1c1ccc(N)cc1C(N)=O (stereo not given)
0	-6	-11	4	-4	-2	3	-3	-1	COc1ccc(-c2cc(C(F)(F)F)nc(S(=O)(=O)CCCC(=O)Nc3cc(C)on3)n2)cc1OC
-2	-4	3	2	2	1	27	0	1	Cc1ccc2c(CC(=O)NCc3ccc4c(c3)OCO4)coc2c1
0	-17	-5	2	-11	23	6	-5	-3	O=C(Nc1ccc(S(=O)(=O)NCC2CCCO2)cc1)c1ccc(Cl)cc1[N+](=O)[O-] (stereo not given)
21	-6	-6	-2	3[fluorescence artefact?]	4	10	4	2	C(=N\Nc1nc(-c2ccccc2)cs1)/c1ccco1
-1	-8	-2	2	4[fluorescence artefact?]	0	1	-1	1	Fc1ccccc1CSc1nnc(-c2cccs2)o1
2	5	-5	-1	2	2	4	-3	0	CNc1c([N+](=O)[O-])ncn1C

(further entries)
Runt-CBFb FRET	hK5 inh	thrombin 1536	Runt-SMMHC FRET	14-3-3 Bad inh	Hck Nef HTS	FXIIa inh	FXIa inh 1536	Wee1 stabilizer	SMILES
0	-9	-2	-1	-4	1	9	3	1	Cc1ccc(S(=O)(=O)NCC(=O)OCC(=O)c2c(N)n(C)c(=O)n(C)c2=O)cc1
-1	-2	0	2	-8	1	6	0	2	O=C(COC(=O)c1cccc(S(=O)(=O)N2CCc3ccccc32)c1)NCc1ccco1
31	-10	-9	-1	-7	-10	1	2	-3	Cc1c(N2C(=O)/C(=C3\C(=O)N(CC(=O)O)c4ccccc43)SC2=S)c(=O)n(-c2ccccc2)n1C
-3	6	-5	1	3	0	-1	-3	-4	C=CCOc1ccc(/C(O)=C2/C(=O)C(=O)N(CCCN3CCOCC3)C2c2ccc(OC)cc2)cc1 (stereo not given)
2	-15	2	6	-36	15	5	-2	-3	Cc1ccn2c(NC3CCCC3)c(-c3ccccn3)nc2c1
2	3	-4	2	-7	1	1	-27	-2	CC1CCN(CCCNC(=O)C2CC(=O)N(C3CCCCCC3)C2)CC1 (stereo not given)
1	-7	-1	2	-4	18	8	1	-3	COc1ccc(CC2S/C(=N/N=C/c3ccccc3O)NC2=O)cc1 (stereo not given)
-4	-4	-5	1	3	-1	1	-1	-2	COc1ccccc1/C=C/C=N/NC(=O)CN1CCN(S(=O)(=O)c2ccc(C)cc2)CC1
53*	0	3	65*	2	8	24	3	-1	CCCCc1c(C)c(C#N)c2nc3ccccc3n2c1Nc1c(C)n(C)n(-c2ccccc2)c1=O
0	-4	1	7	-4[fluorescence artefact?]	16	16	5	4	C=C1C(=O)C=C2CN(C(=O)c3ccccc3)[C@@](Cc3ccc(F)cc3)(C(=O)OC)[C@@H]12
1	-12	4	0	-11	3	16	0	-2	CC(C)Nc1c(N)c(=O)oc2ccccc12
0	-22	-6	0	-8[fluorescence artefact?]	-1	14	7	-2	CS(=O)(=O)N1CCC(C(=O)NCc2ccncc2)CC1
-3	-12	-5	3	-2[fluorescence artefact?]	-1	9	3	-1	Cc1ccc(-c2nn3c(C)nnc3c3ccccc23)cc1S(=O)(=O)NCc1ccccc1
1	9	-6	5	0	-1	-7	-5	1	COc1cc(OC)c(N2CC34C=CC(O3)C(C(=O)O)C4C2=O)cc1Cl (stereo not given)
.	3	3	-5	6	0	19	19	0	CC(C)N(C(=O)CSc1nc2ccccc2n1-c1ccccc1)C(C)C

The results go on:
Runt-CBFb FRET	hK5 inh	thrombin 1536	Runt-SMMHC FRET	14-3-3 Bad inh	Hck Nef HTS	FXIIa inh	FXIa inh 1536	Wee1 stabilizer	SMILES
-1	-5	-3	0	-2	1	7	1	0	Cc1ccc(S(=O)(=O)c2nc(NC3CCS(=O)(=O)C3)sc2Cl)cc1 (stereo not given)
1	-6	3	9	3[fluorescence artefact?]	1	13	4	-3	CCCCN1C(=O)C(NC(C)=O)c2ccccc21 (stereo not given)
14	-4	-7	-1	0	20	4	-5	-2	O=C(/C=C/c1ccco1)N(Cc1cccc(Br)c1)C1CCS(=O)(=O)C1 (stereo not given)
2	-6	3	-5	20	0	7	2	0	CCOP(=O)(O)c1ccccc1OCCOc1ccccc1P(=O)(O)OCC
0	-10	-2	-2	-26	3	11	6	-2	O=C(Nc1nnc(C2CC2)s1)c1ccc(Cl)c(S(=O)(=O)N2CCc3ccccc3C2)c1
75*	-22	0	133*	-1	3	16	4	-2	CCCOc1ccccc1-c1nc2c([nH]1)c(=O)[nH]c(=O)n2C
-2	-12	-5	1	13[fluorescence artefact?]	0	14	10	-2	COc1ccc(C)cc1-n1nnnc1SCC(=O)Nc1cccnc1Cl
1	7	20	-2	3	21	34	16	-2	Cc1ccc(-n2c(O)c(/C=N/Nc3ccc(S(=O)(=O)N4CCOCC4)cc3[N+](=O)[O-])c3ccccc3c2=O)c(C)c1
2	-8	-2	-6	-2	-7	4	-5	-3	CCC1(C)Cc2c(sc3nn[nH]c(=O)c23)CO1 (stereo not given)
1	-5	-1	1	-4	22	8	0	0	Cc1ccc(OCC(=O)NC2CC(C)(C)NC(C)(C)C2)cc1C
0	31	1	8	-3[fluorescence artefact?]	1	1	0	-2	COc1cccc(OC)c1C(=O)Nc1c(C)n(C)n(-c2ccccc2)c1=O
-1	12	2	2	4	-23	9	1	3	O=C(CN1CCN(c2ccccc2F)CC1)c1ccc2c(c1)OCO2
23	-19	-8	12	-25	3	11	4	0	CCN1CCN(C(=S)c2ccc(SC)cc2)CC1
-2	-23	-16	6	-9	2	10	-12	-2	CCCC1=C(C(=O)OCC)C(c2ccccc2OC)NC(=O)N1 (stereo not given)
6	-15	-10	2	-8	1	-1	-8	-1	Cc1ccc(NC(=O)c2cccs2)cc1NC(=O)c1ccco1

Outcome played no part in choosing rows; 4.2% or so of the library scored in one or more.
